Screening data (PubChem BioAssay)
SENP6 inh: SENP6 protease inhibition; Q9GZR1; Recombinant SENP6 catalytic domain, aminoluciferin luminescence; inhibition, % at 10 µM; 330,000 tested, 1.8% active;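 active means inhibition above about 50% at the single tested dose, limit read from the data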;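 further: plate controls were DMSO wells with enzyme for no effect and DMSO wells lacking enzyme for full effect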
Target sequence (Q9GZR1 628-1112 limits assumed): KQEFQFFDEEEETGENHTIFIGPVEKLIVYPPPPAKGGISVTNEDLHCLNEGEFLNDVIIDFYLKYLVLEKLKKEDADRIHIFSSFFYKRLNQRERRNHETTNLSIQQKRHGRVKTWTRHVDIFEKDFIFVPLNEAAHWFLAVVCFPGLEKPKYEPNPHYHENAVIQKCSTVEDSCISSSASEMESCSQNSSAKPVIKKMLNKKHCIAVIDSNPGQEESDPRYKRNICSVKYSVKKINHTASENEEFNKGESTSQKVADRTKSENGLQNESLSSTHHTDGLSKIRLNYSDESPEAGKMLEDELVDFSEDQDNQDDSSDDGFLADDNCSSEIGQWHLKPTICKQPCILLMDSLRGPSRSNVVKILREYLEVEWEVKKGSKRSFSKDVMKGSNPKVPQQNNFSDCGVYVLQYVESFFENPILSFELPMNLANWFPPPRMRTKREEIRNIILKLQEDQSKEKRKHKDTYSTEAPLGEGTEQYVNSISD
Apaf-1 inh: inhibitors of human Apaf-1 apoptosome. inhibition, % at 20 µM. reconstituted apoptosome caspase-3 activity, DEVD-Rh110 fluorescence. O14727. 330,000 tested, 0.71% active. AID 489030; active means inhibition of at least 40% at 20 µM;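 further: plate controls were DMSO wells for no effect and DEVD-CHO caspase inhibitor wells for full effect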
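System: reconstituted apoptosome with Apaf-1, cytochrome c, caspase-9, procaspase-3, dATP; Signal: Rh110 fluorescence intensity; Schedule: 30 min compound preincubation, 50 min activation, room temperature; Reagent: cytochrome c trigger plus (Z-DEVD)2-Rh110 caspase-3 substrate.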
SENP1 inh: blocks the human SENP1 SUMO protease catalytic domain; AID 624204; 360,000 tested, 0.21% active; Q9P0U3; recombinant SENP1 catalytic domain, CyPet-SUMO1-YPet FRET cleavage; inhibition, % at 10 µM;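 active means inhibition at least 30% at 10 µM, raw YFP signal under a set limit, fluorescence ratio 0.5 to 1.5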;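 further: 0% = enzyme with DMSO and 100% = no enzyme wells; some results filed as inactive read as strong as hits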
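Test system: human SENP1 catalytic domain; medium: Tris pH 8 buffer plus EDTA, NaCl, BME, BSA, NP40, catalase; incubation: 50 min reaction at room temperature; technique: FRET, CFP and YFP emission; controls: no-enzyme low control and enzyme-plus-DMSO high control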
APOBEC3G inh: APOBEC3G (human) deaminase inhibition; Q9HC16; recombinant A3G, ssDNA deamination FAM/TAMRA fluorescence; inhibition, % at 20 µM; 330,000 tested, 0.28% active;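 active means inhibition of at least 40% at 20 µM, with no more than 30% in the related APOBEC3A deaminase screen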;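 further: plate controls were DMSO wells with A3G for no effect and wells lacking A3G enzyme for full effect; some compounds called inactive have numbers as strong as hits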
SENP7 block: inhibitors of human SENP7 protease | recombinant SENP7, Z-RLRGG-aminoluciferin luminescence, 40 min | inhibition, % at 5 µM | Q9BQF6 | 330,000 tested, 1.5% active;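 active means inhibition above about 50% at the single test dose, limit read from the data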;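 further: plate controls were DMSO with enzyme for no effect and no enzyme buffer wells for full effect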
Target sequence (Q9BQF6 706-1050 limits assumed): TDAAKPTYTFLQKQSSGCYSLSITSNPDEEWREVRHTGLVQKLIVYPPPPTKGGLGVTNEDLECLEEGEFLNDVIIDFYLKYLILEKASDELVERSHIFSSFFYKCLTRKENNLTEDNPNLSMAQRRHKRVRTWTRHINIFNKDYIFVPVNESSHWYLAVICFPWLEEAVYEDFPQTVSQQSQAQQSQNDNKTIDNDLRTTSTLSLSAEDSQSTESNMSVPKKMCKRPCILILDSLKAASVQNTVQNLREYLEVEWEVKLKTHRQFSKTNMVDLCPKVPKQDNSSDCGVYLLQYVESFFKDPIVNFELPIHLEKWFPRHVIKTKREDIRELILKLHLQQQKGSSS
UBC13 inh: human UBC13 polyubiquitination inhibition; P61088; UBC13 polyubiquitin chain formation, TR-FRET; inhibition, % at 20 µM; 330,000 tested, 0.47% active; AID 485273; in the data active means inhibition above about 45%, passing the limit was not always enough
Target sequence (P61088 whole entry, looked up): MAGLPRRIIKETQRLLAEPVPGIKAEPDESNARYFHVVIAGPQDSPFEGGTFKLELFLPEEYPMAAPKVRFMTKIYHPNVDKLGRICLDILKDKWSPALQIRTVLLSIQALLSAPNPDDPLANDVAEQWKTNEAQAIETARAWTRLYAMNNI
SENP8 block-1: SENP8 (human) protease inhibition; Q96LD8; recombinant SENP8, Nedd8 substrate fluorescence; inhibition, % at 20 µM; 360,000 tested, 0.64% active; AID 602440; in the data active means inhibition mostly above about 40%, no sharp cut-off; inactive means mostly below about 27%
SENP8 block-2: blocks the human protease SENP8; Q96LD8; purified SENP8, Z-RLRGG-aminoluciferin cleavage, luminescence; inhibition, % at 10 µM; 330,000 tested, 1.2% active; AID 2540; in the data active means inhibition above about 50%
* = called active by the depositor.

SMILES	SENP6 inh	Apaf-1 inh	SENP1 inh	APOBEC3G inh	SENP7 block	UBC13 inh	SENP8 block-1	SENP8 block-2
CN1C(=S)SC(/[N+]([O-])=C\c2ccco2)C1(C)C (stereo unspecified)	8	4	0	3	10	0	12	10
COc1ccc(N2CC(C(=O)Nc3ccc(S(=O)(=O)N4CCOCC4)cc3)CC2=O)cc1 (stereo unspecified)	2	-5	1	9	3	3	22	9
O=C(COc1cccc(C(F)(F)F)c1)Nc1ccc(S(=O)(=O)N2CCCC2)cc1	9	1	2	-3	3	14	14	-2
O=C(N/N=C/c1cccc([N+](=O)[O-])c1)c1cccc(Br)c1	-11	3	0	-3	-1	0	14	-14
CCOC(=O)c1nc2ccccc2c(C)c1C	-4	-5	2	-8	4	5	12	5
Cc1ccccc1NC(=O)N1CCN(S(=O)(=O)c2ccccc2)CC1	-3	-4	1	0	10	2	6	-4
COc1ccccc1OCC(=O)NNC(=O)C1CCN(c2ncnc3sc(C)c(C)c23)CC1	2	2	2	-6	-7	7	6	1
C=CCN1C(=O)C(=O)N(CC(=O)c2ccc3c(c2)CCCC3)C1=O	-6	-4	1	-8	4	-6	3	-7
O=C(NCCc1ccccc1)c1ccc(=O)oc1	-10	4	0	-7	-6	-22	16	4
Cc1ccc(C(=O)NC(C)c2ccc(-n3ccnc3)cc2)o1 (stereo unspecified)	-8	6	-2	-10	-10	-6	-6	-5
COc1ccc(C)cc1NC(=O)NCCC1=CCCCC1	-2	4	2	2	3	2	12	3
CCC(=O)Nc1ccc(Cl)c(NC(=O)c2c(OC)cccc2OC)c1	7	-8	2	0	5	-5	9	0
O=C1Nc2ccccc2C(=O)N2[C@H](c3ccc(F)cc3)[C@@H]3C(=O)N(Cc4ccccc4)C(=O)[C@@H]3[C@H]12	-35	11	1	-10	-16	0	6	-13
COc1ccc(C2/C(=C(/O)c3ccc(Br)cc3)C(=O)C(=O)N2C)cc1OC (stereo unspecified)	6	-1	2	-5	58*	-10	12	-5
CCc1nc(C)c(C#N)c2cc(OC)c(OC)cc12	-3	2	-2	-3	0	6	-95	-11
CC(CCc1ccccc1)NC(=O)COC(=O)C1CCC(C(C)(C)C)CC1 (stereo unspecified)	-21	31	1	-12	-7	-12	15	-5
O=C(Cn1c(=O)c2ccccc2n(CC(=O)N2CCCCC2)c1=O)N1CCCCC1	12	-13	-1	-4	12	8	23	2
COc1ccccc1Nc1nnc(SCC(=O)c2c(N)n(C3CC3)c(=O)[nH]c2=O)s1	-4	12	-2	-5	-10	-13	-4	-10
O=C(Cc1ccccc1)N1CCC(c2ccccc2)C1 (stereo unspecified)	10	-9	0	-5	-3	1	3	0
COc1ccccc1C(C[N+](=O)[O-])c1c[nH]c2ccccc12 (stereo unspecified)	-12	-6	-1	-3	2	8	11	-2
COc1cc(OC)c(C#N)c(S(=O)Cc2ccccc2)c1 (stereo unspecified)	-2	-11	-1	-5	-5	6	17	0
O=C1CN(C(=O)c2ccc(Cl)nc2)c2ccccc2N1	8	0	-3	9	6	-2	-1	0
O=C(CNC(=O)c1ccc(Br)o1)NCc1cccc(Cl)c1	-7	4	-2	-10	-6	-6	0	-6
Cc1ccc(C)c(OCCC(=O)OCC(=O)Nc2ccc(Cl)cn2)c1	-3	13	-8	-11	8	-6	-89	-5
COc1ccc(NC(=O)C2CCN(C(=O)NCc3ccccc3)CC2)cc1	11	-5	2	-5	-1	-2	6	8
Cc1c(N=Nc2ccc(O)cc2)c(=O)n(-c2ccccc2)n1C	13	-13	2	-5	6	-13	32	8
CC1(C)Cc2ccccc2C2=NNC(=O)C2=N1	41	62*	1	-8	12	-53	-396	3
Cc1ccc(C(=O)OCC(=O)Nc2ccc3[nH]c(=O)[nH]c3c2)cc1[N+](=O)[O-]	-21	-9	-1	-9	-7	-6	-2	-4
Cc1ccccc1NC(=O)CN1C(=O)NC2(CCCCCCC2)C1=O	-3	0	0	-5	5	-2	3	4
COc1ccc(C(=O)COC(=O)C2CCN(S(=O)(=O)c3cccc4cccnc34)CC2)cc1	-13	14	0	-7	-13	-5	14	-7
Cn1nnnc1SCC(=O)N(C1CCCCC1)C1CCCCC1	-1	0	-1	-17	-13	-4	23	-9
Cc1ccc(S(=O)(=O)Cc2ccc(C(=O)N3CCCC3)o2)cc1	11	-7	-1	-3	7	-2	2	1
COc1cc(NC(=O)COc2ccccc2C)ccc1NC(=O)c1ccco1	-14	5	2	-5	11	-2	7	-8
Cc1ccc(C(=O)OCC(=O)Nc2cc(S(=O)(=O)N3CCOCC3)ccc2C)cc1	-4	5	2	-9	0	0	5	-8
Cc1oncc1C(=O)Nc1cccc2ccccc12	5	-1	-3	-5	0	0	7	1
Cc1cc(C)n(C(=O)c2cc(F)c(F)cc2C)n1	11	-4	1	-3	2	4	4	5
Cn1cccc1Cc1nnc(SCC(=O)NCC2CCCO2)n1C (stereo unspecified)	5	-5	0	-2	2	8	4	-1
COc1ccc(-c2nnc(NC(=O)C3CCCN3S(=O)(=O)c3cccs3)o2)cc1 (stereo unspecified)	8	-8	1	-11	-4	-3	-4	6
COc1ccc(NC(=O)C2CCN(S(=O)(=O)c3cccc4nonc34)CC2)cc1OC	-8	0	11	-1	3	2	14	-4
Cc1ccnc(NC(=O)CCC(=O)N(CC(=O)NCc2ccccc2)Cc2ccc(F)cc2)c1	-6	9	2	3	3	2	12	-2
COc1ccc(CCNC(=O)CN(c2cccc([N+](=O)[O-])c2)S(C)(=O)=O)cc1OC	-5	-8	2	-15	2	6	8	-1
COC(=O)[C@@H](Cc1ccccc1)NC(=O)Cn1cnc2c(SC)nc(N)nc21	-2	-5	0	-2	0	16	-53	-1
C=CCn1c(O)c(C=Nc2ccccc2)sc1=S	15	3	-58	12	5	-2	3	6
CCOc1ccc2nc(NC(=O)CCC(=O)c3cccs3)sc2c1	-6	-9	7	-4	2	-5	4	4
COc1cccc(NC(=O)CN(C)C(=O)c2cc(C)on2)c1	-4	8	1	-4	-3	0	8	0
N#Cc1c(N2CCCCC2)nc(N)c2c(N)nc(SCC(=O)O)cc12	75*	96*	-43	30	28	-1	-434	71*
COc1ccc(S(=O)(=O)N2CCOCC2)cc1NC(=O)c1cc2c(s1)CCCC2	9	18	0	-3	5	3	-26	-2
COc1ccc2c(C#N)c3ccccn3c2c1	50*	18	-24	-5	21	-1	-391	10
CC(C)(C)C(=O)Nc1cc2c3c(c1)CCN3C(=O)CC2	6	-1	0	-1	-6	-5	-6	5
O=C(COc1cccc2ccccc12)N1CCN(c2ccccn2)CC1	-13	-7	-6	-5	1	-2	-26	3
Cc1nn(CCOc2ccccc2)c(=O)n1-c1c(F)cccc1F	6	-3	4	-5	-2	12	13	5
Cc1ccccc1OC(=O)Cn1c(C(F)(F)F)nc2ccccc21	5	3	-1	1	5	-1	17	-6
O=C(/C=C/c1cc([N+](=O)[O-])ccc1OC(F)F)NCc1ccc(Cl)cc1	-2	16	1	-5	-5	11	18	-1
Cc1ccc(S(=O)(=O)Nc2cc3c(C(=O)O)c(C)oc3c3ccccc23)c(C)c1	9	18	-9	-9	5	-12	-12	8
COc1cc(/C=N/NC(=O)c2cccc(S(=O)(=O)N3CCCC3)c2)cc(OC)c1O	-17	8	4	-7	1	-10	-65	-11
CCOC(=O)c1c(C)[nH]c(C(=O)CN2C(=O)NC3(CCCC3)C2=O)c1C	-9	-21	0	-7	-9	14	11	-3
Cc1csc(NC(=O)C2CCCN(S(=O)(=O)c3cccnc3)C2)n1 (stereo unspecified)	-9	0	1	-4	6	3	11	-9
CCc1ccc(NSc2ccccc2[N+](=O)[O-])cc1	-15	2	1	-5	56*	4	26	2
O=C(CSc1nnc2ccccn12)Nc1ccc(S(=O)(=O)N2CCOCC2)cc1	10	-22	-2	-12	-7	13	8	0
COc1ccc(N(CC(=O)Nc2cc(OC)c(OC)cc2C(=O)O)S(=O)(=O)c2c(C)noc2C)cc1	-2	0	0	-4	6	7	-22	7
The listing continues:
SMILES	SENP6 inh	Apaf-1 inh	SENP1 inh	APOBEC3G inh	SENP7 block	UBC13 inh	SENP8 block-1	SENP8 block-2
N#Cc1c(N)n(-c2ccc(O)cc2)c2nc3ccccc3nc12	11	7	-44	-2	1	-8	-403	4
Cc1cc(C)c(NC(=O)Cn2nnc(C(=O)Nc3ccc(F)cc3F)c2N)c(C)c1	-8	-10	2	-6	1	-2	11	5
CN(C)C(=O)CSc1n[nH]c(=O)n1CCc1ccccc1	9	-5	-2	-7	-2	8	-9	3
COc1ccc(NC(=O)CSc2nnc(N)n2CC(=O)Nc2ccc(OC)cc2)cc1	-24	-23	2	-13	5	14	6	7
CCc1nc(SCC(=O)N2CCCC2)c2ccccc2n1	-33	-7	1	-9	4	2	11	-2
CN1C(=O)c2ccccc2C(C(=O)O)C1c1cn(C)c2ccccc12 (stereo unspecified)	-6	9	-7	-3	4	-6	0	6
CCCn1c(Nc2ccccc2C)nc2ccccc21	0	7	-1	2	5	10	6	-2
O=C(Nc1ccc2c(c1)OCO2)c1ccc2c(c1)S(=O)(=O)c1ccccc1C2=O	0	1	2	-9	-4	-16	27	-1
Cc1ccc(OCCC(=O)OCC(=O)Nc2cc(C)cc(C)c2)cc1	-2	8	4	-9	-6	-1	2	-5
Cc1nn(-c2ccccc2)c(Cl)c1C(=O)NCC(C)C	-9	-5	0	13	5	-1	23	3
COc1ccc(-n2nc([N+](=O)[O-])c(=NCc3ccc4c(c3)OCO4)n2O)cc1	36	-15	1	0	0	-13	28	2
Cc1ccc(S(=O)(=O)N/N=C\c2ccc([N+](=O)[O-])o2)cc1	-5	-7	0	7	-11	-26	18	-2

A few values from the results shown.
`CCCn1c(Nc2ccccc2C)nc2ccccc21` – Apaf-1 inh = 7
`Cc1cc(C)c(NC(=O)Cn2nnc(C(=O)Nc3ccc(F)cc3F)c2N)c(C)c1` – UBC13 inh = -2

Filtered by structure: those above with a thiophene ring, fused or not.
SMILES	SENP6 inh	Apaf-1 inh	SENP1 inh	APOBEC3G inh	SENP7 block	UBC13 inh	SENP8 block-1	SENP8 block-2
COc1ccccc1OCC(=O)NNC(=O)C1CCN(c2ncnc3sc(C)c(C)c23)CC1	2	2	2	-6	-7	7	6	1
COc1ccc(-c2nnc(NC(=O)C3CCCN3S(=O)(=O)c3cccs3)o2)cc1 (stereo unspecified)	8	-8	1	-11	-4	-3	-4	6
CCOc1ccc2nc(NC(=O)CCC(=O)c3cccs3)sc2c1	-6	-9	7	-4	2	-5	4	4
COc1ccc(S(=O)(=O)N2CCOCC2)cc1NC(=O)c1cc2c(s1)CCCC2	9	18	0	-3	5	3	-26	-2

Remaining list, next part:
SMILES	SENP6 inh	Apaf-1 inh	SENP1 inh	APOBEC3G inh	SENP7 block	UBC13 inh	SENP8 block-1	SENP8 block-2
CCOC(=O)c1cc(S(=O)(=O)N2CCCC2)cn1C	3	-4	2	-4	4	4	13	4
N#Cc1ccccc1S(=O)(=O)N1CCN(C(=O)[C@@H]2CCCN2C(=O)c2cccs2)CC1	-19	12	-2	-8	-4	-6	-2	-8
Cc1cc(F)ccc1S(=O)(=O)N1CCCOC1CNC(=O)C(=O)NCc1ccc2c(c1)OCO2 (stereo unspecified)	1	-3	-1	-12	1	0	5	2
CCOCCCNc1nc2c(c(=O)[nH]c(=O)n2C)n1CCCc1ccccc1	-9	11	0	1	9	4	10	-4
Cc1ccc2cc(CN(Cc3ccco3)S(=O)(=O)c3c(C)ccc4nsnc34)c(=O)[nH]c2c1	-19	32	8	-4	-5	-7	-7	1
Cc1ccc(S(=O)(=O)N(Cc2n[nH]c(=S)n2-c2ccccc2)c2cccc(Cl)c2)cc1	7	16	2	2	-3	-1	-2	-3
CS(=O)(=O)c1cccc(C(=O)N(CCc2ccccc2)Cc2cccs2)c1	-16	18	-1	0	1	1	5	-12
N#CCCN(CCN1CCCC1)S(=O)(=O)c1ccc(-c2ccc([N+](=O)[O-])cc2)cc1	18	16	3	-5	-9	2	10	-12
NNC(=O)C(=O)Nc1ccc(Cl)c(Cl)c1	-11	-11	1	-13	6	-4	20	5
